Screens deposited in PubChem BioAssay by Broad Institute.
Xi reactivation – X-chromosome reactivation activator. 0.055% of 360,000 active. XiGFP mouse fibroblasts, % GFP-positive cells imaging, 3 d; cells co-treated with 5-aza-dC sensitizer; scaled so ellipticine positive control = 100%. activation, % at 7.58 µM. AID 743238;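 active = mean normalized replicate activation at least 10% and every replicate at or above 10%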;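 note: 0% = median of on-plate neutral control wells and 100% = ellipticine 6 µM median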
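material = 68-5-11 XiGFP fibroblast line | medium = DMEM plus 5-aza-dC sensitizer | schedule = 3 days compound exposure | benchmarks = positive control ellipticine, 6 µM final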
PGC1a acetyl inh – PGC1a acetylation modulation, inhibitor mode; U2OS PGC1a acetylation, AlphaScreen anti-acetyl-lysine; with virally co-expressed GCN5 acetyltransferase; inhibition, % at 15.6 µM; 0.17% of 350,000 active;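 active = every replicate shows inhibition of at least 40%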;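 note: 0% = neutral control wells and 100% = positive control wells; some results beyond the cut were filed as inactive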
LGR2 antag – Drosophila LGR2 receptor signaling inhibition; inhibition, % at 9.99 µM; HEK293 LGR2, CRE-luciferase, bursicon-stimulated, 4 h; 0.35% of 380,000 active; AID 720647;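 active = drop in luminescence signal, shown as inhibition above about 50% in the replicate tests, limit read from the data, passing the limit was not always enough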;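 note: agonist challenge used bursicon conditioned medium at about half maximal strength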
C2C12 statin – protects C2C12 myotubes from simvastatin toxicity. ATP luminescence, 48 h; scaled: DMSO 0, geranylgeraniol control 100. rescue of ATP level, % at 7.49 µM. 0.78% of 330,000 active. AID 602340;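 active = mean ATP rescue above about 67%, or every replicate alone reaching that limit, limit read from the data, passing the limit was not always enough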;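 note: myotubes were challenged with 10 µM simvastatin during compound exposure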
S100A4 MyoIIA – blocks human S100A4 binding to myosin IIA peptide. P26447. AID 652163. S100A4/TAMRA-MyoIIA peptide fluorescence polarization. inhibition, % at 10.7 µM. 0.14% of 360,000 active;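 active = mean inhibition of at least 70% across replicates, with every replicate also reaching that level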
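System – human S100A4 monomer protein, biochemical binding assay · Buffer or medium – Calcium-containing HEPES buffer, pH 7.2 · Timing – 5 min between mix addition and reading · Also added – TAMRA-labelled myosin IIA heavy-chain peptide probe, 5 nM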
SIRT5 block – blocks human SIRT5 desuccinylation of peptide. inhibition, % at 15 µM. Purified SirT5, succinyl-peptide AMC, trypsin-coupled fluorescence. 1.1% of 330,000 active. AID 652115. Q9NXA8; in the data active = inhibition above about 15%
ERAP1 inh – ERAP1 (human) enzyme inhibition; Q9NZ08; recombinant ERAP1, Leu-AMC fluorescence, 60 min; inhibition, % at 10.7 µM; 0.15% of 340,000 active;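 active = mean replicate inhibition of at least 30%, or all replicates individually reaching that 30% level; inactive = mean below 30% and not every replicate reaching it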;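 note: 0% = neutral control wells and 100% = L-leucinethiol positive control wells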
Target sequence (Q9NZ08 whole entry, looked up): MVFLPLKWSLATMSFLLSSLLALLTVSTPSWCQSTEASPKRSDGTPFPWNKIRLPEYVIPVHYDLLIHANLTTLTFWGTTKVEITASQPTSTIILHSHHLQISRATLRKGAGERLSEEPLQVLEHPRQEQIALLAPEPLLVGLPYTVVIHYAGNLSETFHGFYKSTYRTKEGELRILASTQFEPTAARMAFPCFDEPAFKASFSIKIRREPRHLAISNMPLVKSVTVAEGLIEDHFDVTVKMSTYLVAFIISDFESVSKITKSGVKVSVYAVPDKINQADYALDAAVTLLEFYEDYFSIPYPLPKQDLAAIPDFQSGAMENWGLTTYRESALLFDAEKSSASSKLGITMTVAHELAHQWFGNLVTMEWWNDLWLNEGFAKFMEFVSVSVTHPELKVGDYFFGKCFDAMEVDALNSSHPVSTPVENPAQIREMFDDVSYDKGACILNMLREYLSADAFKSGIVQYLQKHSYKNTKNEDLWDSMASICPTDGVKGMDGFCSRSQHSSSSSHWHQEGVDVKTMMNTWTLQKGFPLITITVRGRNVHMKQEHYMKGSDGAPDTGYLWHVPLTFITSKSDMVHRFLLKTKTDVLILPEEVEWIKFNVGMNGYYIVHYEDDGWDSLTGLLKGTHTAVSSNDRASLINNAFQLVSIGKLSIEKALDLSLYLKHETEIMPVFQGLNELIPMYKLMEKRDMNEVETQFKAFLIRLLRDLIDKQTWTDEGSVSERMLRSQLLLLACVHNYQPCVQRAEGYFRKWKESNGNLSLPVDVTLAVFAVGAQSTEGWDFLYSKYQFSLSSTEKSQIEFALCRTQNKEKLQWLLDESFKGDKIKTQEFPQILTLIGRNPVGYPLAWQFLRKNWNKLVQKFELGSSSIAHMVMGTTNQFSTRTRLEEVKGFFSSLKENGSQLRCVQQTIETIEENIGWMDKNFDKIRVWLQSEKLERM
Cneo AK release – causes C. neoformans cell lysis | adenylate kinase release luminescence, 4 h; normalised: neutral wells 0, clomiphene wells 100 | lysis activity, % at 15 µM | 0.2% of 360,000 active | AID 651654;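 active = mean lysis activity across replicates of at least 80%, whatever share of replicates individually reach that level; inactive = mean lysis activity below 80%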
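read-out = cell lysis signal | test system = log-phase Cryptococcus neoformans yeast cells | input = cells at 5 × 10^6 per mL | medium = fresh YPD growth medium | signal = luminescent adenylate kinase detection reagent | timing = 4 h at 37 °C static, read 1 h later | dosing = single dose | controls = Clomiphene as positive lysis control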
Numbers without * were called inactive; . = no result given. These rows are one share of the data; count on the stated rates, not on these rows.

SMILES	Xi reactivation	PGC1a acetyl inh	LGR2 antag	C2C12 statin	S100A4 MyoIIA	SIRT5 block	ERAP1 inh	Cneo AK release
O=C(CCCn1c(=O)[nH]c2cc(Cl)ccc2c1=O)NCCCN1CCN(c2ccc(F)cc2)CC1	0.1	11	0	-4	7	-7	3	.
COc1ccc(NC(=O)Nc2ccc3c(c2)C(=O)N([C@H](C)CO)C[C@@H](C)[C@@H](CN(C)S(=O)(=O)c2ccccc2)O3)cc1	0.3	-2	12	.	-32	-1	-1	-2
Cc1c(C(=O)N2CCN(Cc3nccn3C)CC2)oc2c(F)cccc12	0.2	.	0	0	-5	.	-3	1
CC(C)C(=O)OC/C(O)=C(\C#N)c1nc2ccccc2[nH]1	0.2	8	20	-6	2	-2	6	-1
CCC(=O)Nc1nnc(S(=O)(=O)N(C)c2ccccc2)s1	0.2	-8	6	0	-1	-4	0	-28
CCc1nc2c(OCc3ccc(F)c(F)c3)cccn2c1N(C)C(=O)c1ccc(OC)cc1	-0.1	-1	10	-4	1	-4	-1	1
CCCCCN(C(=O)Cc1c(C)n(CCCCC)c2ccccc12)c1ccc(Oc2cccnc2)c(C)c1	0.2	.	-14	.	-5	-2	1	.
C/C(N)=C(/C#N)C(=O)CSc1nc2ccccc2c(=O)n1-c1ccccc1C	0.4	-12	3	4	-8	6	1	0
Cc1cc(=O)oc2cc(OCC#N)ccc12	0.0	2	15	3	-4	.	-1	0
COc1cccc(NC(=O)N[C@@H]2CC[C@H](CC(=O)NCc3ccncn3)O[C@H]2CO)c1	-0.2	-16	-12	6	3	-14	1	3
COC(=O)c1ccccc1S(=O)(=O)N(Cc1ccco1)Cc1cc2cc(OC)ccc2[nH]c1=O	.	4	32	-20	.	.	.	15
COc1ccc(-c2c(C(F)(F)F)nn(C)c2NC(=O)c2ccco2)cc1	0.2	.	6	.	-1	-2	3	.
CCC(=O)Nc1ccc2c(c1)C(=O)N(C)[C@@H]1CC[C@H](CC(=O)N3CCCCC3)O[C@H]1CO2	0.4	11	-1	4	-4	2	-2	-5
O=C(Nc1ccc(S(=O)(=O)NC2=NCCCCC2)cc1)c1cc(S(=O)(=O)N2CCOCC2)ccc1F	0.0	.	7	0	3	-3	1	-5
COc1ccccc1NS(=O)(=O)c1cccc(NS(=O)(=O)c2ccc(Cl)c(C(=O)O)c2)c1	0.0	.	.	2	3	.	-5	1
C[C@@H]1CN([C@@H](C)CO)C(=O)c2cc(NC(=O)CCN3CCOCC3)ccc2O[C@@H]1CN(C)S(=O)(=O)c1cccs1	-1.2	3	-11	3	9	3	1	4
O=C(CC(F)(F)F)N1C[C@H]2[C@@H](c3ccccc31)[C@@H](CO)N2CC1CCCCC1	0.4	-7	-8	-15	-4	3	2	-6
O=C(Nc1cccc(NC(=O)c2sc3ccccc3c2Cl)c1)c1ccco1	0.1	.	-23	.	0	-2	9	.
CN(C)C(=O)[C@H]1[C@H](CO)[C@H]2Cn3c(ccc(-c4ccccc4)c3=O)[C@@H]1N2CCc1ccccc1	0.0	.	-19	-13	0	-7	0	2
Cc1nn(-c2ccccc2)c(N2CCCC2)c1/C=N/NC(=O)C1CC1	-0.1	13	-24	.	-1	-4	-1	.
COc1ccc(OC)c(/C=C/C(=O)OCC(=O)c2c(N)n(C)c(=O)n(C)c2=O)c1	0.0	3	4	5	-1	1	-3	2
CN(C)C(=O)c1ccc(-c2ccc3c(c2)[C@H]2[C@H](CCN2S(=O)(=O)c2cn(C)cn2)[C@H](CO)N3)cc1	0.1	-6	-13	-57	-6	-1	0	12
C[C@@H]1CN([C@@H](C)CO)C(=O)c2cccc(NC(=O)C3CCOCC3)c2O[C@H]1CN(C)C(=O)Nc1ccccc1	-1.1	-1	8	2	5	2	-2	1
CC(O)[C@@]1(O)CC[C@H]2[C@@H]3CC[C@H]4C[C@@H](O)CC[C@]4(C)C3=CC[C@@]21C (some centres undefined)	-0.1	-13	.	-7	-1	0	-1	-2
Clc1cccc(Cl)c1CSc1nnc(-c2ccncc2)s1	0.0	2	8	34	2	1	.	.
O=C(Cc1ccc(Br)cc1)NCCc1ccc(F)cc1	0.2	-6	11	1	-1	-7	0	0
NC(=O)c1ccccc1OCCOCCOCCOc1ccccc1C(N)=O	.	1	-11	-12	0	-4	-1	0
N#C[C@@H]1[C@H](c2ccccc2-c2ccccc2)[C@@H](CO)N1C(=O)Cc1ccccc1	0.1	-9	1	.	33	-2	.	.
CN(Cc1ccccc1)S(=O)(=O)c1ccc2c(c1)CCC(=O)N2	0.4	10	-4	-31	17	-5	7	-1
Cc1ccc(NC(=O)Nc2ccc3c(c2)nc(C)n3C)cc1	0.1	.	-69	.	-12	1	1	.
CN(C(=O)Nc1cccc([N+](=O)[O-])c1)c1ccccc1	0.1	5	-4	1	4	-2	0	.
N=C1/C(=C\c2ccc(Br)o2)C(=O)N=C2SC(CC(=O)N3CCCCC3)=NN12	0.1	9	3	-9	-3	21*	-1	-1
CC(C)(C)n1nc2c(c1NC(=O)c1cc(Cl)ccc1[N+](=O)[O-])CS(=O)(=O)C2	0.0	-3	5	5	0	2	2	1
CC(=O)N(C)C[C@@H]1Oc2cc(C#CC3CCCC3)ccc2S(=O)(=O)N([C@H](C)CO)C[C@@H]1C	-0.1	3	-5	52	3	5	-10	-1
CCOC(=O)c1sc(NC(=O)CSc2nc(-c3ccco3)cc(C(F)(F)F)n2)c(C#N)c1C	.	-15	13	-38	-5	-11	4	3
CCOc1ccc(-n2c(=O)c3c4c(sc3n(CC(=O)NCC3CCCO3)c2=O)CCCC4)cc1 (centres undefined)	0.0	.	-4	-5	-3	.	-1	.

Structural class: those above containing a nitro group on carbon.
SMILES	Xi reactivation	PGC1a acetyl inh	LGR2 antag	C2C12 statin	S100A4 MyoIIA	SIRT5 block	ERAP1 inh	Cneo AK release
CN(C(=O)Nc1cccc([N+](=O)[O-])c1)c1ccccc1	0.1	5	-4	1	4	-2	0	.
CC(C)(C)n1nc2c(c1NC(=O)c1cc(Cl)ccc1[N+](=O)[O-])CS(=O)(=O)C2	0.0	-3	5	5	0	2	2	1

Seven records drawn at random from the list so far:
SMILES	Xi reactivation	PGC1a acetyl inh	LGR2 antag	C2C12 statin	S100A4 MyoIIA	SIRT5 block	ERAP1 inh	Cneo AK release
COc1ccc(OC)c(/C=C/C(=O)OCC(=O)c2c(N)n(C)c(=O)n(C)c2=O)c1	0.0	3	4	5	-1	1	-3	2
C[C@@H]1CN([C@@H](C)CO)C(=O)c2cccc(NC(=O)C3CCOCC3)c2O[C@H]1CN(C)C(=O)Nc1ccccc1	-1.1	-1	8	2	5	2	-2	1
NC(=O)c1ccccc1OCCOCCOCCOc1ccccc1C(N)=O	.	1	-11	-12	0	-4	-1	0
CC(C)C(=O)OC/C(O)=C(\C#N)c1nc2ccccc2[nH]1	0.2	8	20	-6	2	-2	6	-1
O=C(Nc1ccc(S(=O)(=O)NC2=NCCCCC2)cc1)c1cc(S(=O)(=O)N2CCOCC2)ccc1F	0.0	.	7	0	3	-3	1	-5
N#C[C@@H]1[C@H](c2ccccc2-c2ccccc2)[C@@H](CO)N1C(=O)Cc1ccccc1	0.1	-9	1	.	33	-2	.	.
O=C(CC(F)(F)F)N1C[C@H]2[C@@H](c3ccccc31)[C@@H](CO)N2CC1CCCCC1	0.4	-7	-8	-15	-4	3	2	-6

Later entries
SMILES	Xi reactivation	PGC1a acetyl inh	LGR2 antag	C2C12 statin	S100A4 MyoIIA	SIRT5 block	ERAP1 inh	Cneo AK release
COc1ccc2cc(C3CC(c4ccco4)=NN3S(C)(=O)=O)c(Cl)nc2c1 (centres undefined)	0.3	-4	6	.	-7	1	.	0
O=C(CCc1c[nH]c2ccccc12)OCc1ccc(Br)cc1	0.2	3	4	15	-3	-4	-3	-1
CCOC(=O)c1c(-c2ccc(C)cc2)csc1/N=C/N(C)C	0.1	-7	10	.	-5	-1	3	.
CCC(=O)N1CCc2cc(OC)c(OC)cc2C1COc1ccc(F)cc1 (centres undefined)	0.0	-24	0	5	-8	-8	-7	2
CN(CC(=O)Nc1ccc(Cl)c(C(F)(F)F)c1)C(=O)c1ccc(OCC2CCCO2)cc1 (centres undefined)	-0.1	.	-12	.	-1	-2	0	.
CN(C)S(=O)(=O)c1ccc(C(=O)NCC(c2cccs2)N2CCOCC2)cc1 (centres undefined)	0.0	7	-13	4	-1	-4	0	-1
CC(C)NC(=S)N1CCN(C(c2ccccc2)c2ccccc2)CC1	0.3	.	1	.	1	-7	4	.
CCOC(=O)c1cnn(-c2cc(C)cc(C)c2)c1N	0.3	2	-21	3	-6	-1	4	-1
CC(C)(C)N(Cc1ccccc1)C(=O)COC(=O)Cn1cnc2ccccc2c1=O	0.4	6	9	.	-3	-2	-1	.
Cc1ccc(C(=O)OCC(=O)N2CC(C)OC(C)C2)cc1 (centres undefined)	0.0	.	7	-4	2	0	0	1
CO[C@H](CN(C)S(=O)(=O)c1ccccc1)[C@@H](C)CN(Cc1ccccc1Cl)[C@H](C)CO	0.0	-15	3	-24	5	2	1	55
O=C(Cn1nc(-c2ccccc2)c2ccccc2c1=O)NN1CCOCC1	0.0	7	-6	14	0	-2	.	1
CCc1cc2c3c([nH]c2cc1S(=O)(=O)NCCCOC)CC(C)(C)CC3=O	0.1	-25	19	-7	1	-1	-8	-2
C[C@@H]1CN([C@@H](C)CO)S(=O)(=O)c2ccc(C#CCC3CCCC3)cc2O[C@H]1CN(C)C	-1.1	-14	-5	-35	-20	-1	3	-3
Cc1ccc(C(=O)O)cc1NC(=O)c1cccs1	.	1	.	0	-10	.	.	1
C[C@H](CO)N1C[C@H](C)[C@@H](CN(C)CC2CCOCC2)Oc2cc(Br)ccc2S1(=O)=O	-0.6	-23	.	-35	-6	4	4	-4
Cc1noc(C)c1NC(=O)Nc1ccc2c(c1)C(=O)N([C@@H](C)CO)C[C@H](C)[C@H](CN(C)S(=O)(=O)c1cn(C)cn1)O2	0.2	24	-3	6	2	0	4	2
Cn1cc(Br)c(C(=O)Nc2c(F)c(F)c(F)c(F)c2F)n1	0.4	-3	.	.	-29	21*	0	30
